Cardiac RTF inh: cardiac RTF calcium sensitivity inhibitors, primary screen, biochemical, IANBD-TnC fluorescence, EC70 calcium; Troponin I, cardiac muscle (Homo sapiens) + Troponin T, cardiac muscle (Homo sapiens) + …; IANBD-labeled cardiac RTF, Ca2+ fluorescence; inhibition, % at 7.15 µM; 340,000 tested, 0.12% active; AID 493244, 2011;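 active = inhibition above the mean inhibition of all tested compounds plus 3 SD, cut at about 17% in these data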;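 also: assay run at fixed EC70 calcium of 1.6 mM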
dFosB activator: activators of delta FosB homodimer, primary screen, biochemical, fluorescence polarization, TAMRA-CDK5 oligo, single point. Protein FosB (Mus musculus), P13346. purified delta FosB; percent of positive-control signal above neutral wells. activation, % at 25 µM. 340,000 tested, 0.99% active. AID 493131, 2011;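 active = mean activation above about 17%, with every replicate also reaching it, limit read from the data, passing the limit was not always enough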;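 also: fluorescence polarization rise as delta FosB binds a TAMRA Cdk5 AP-1 oligo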
Target sequence (P13346 whole entry, looked up): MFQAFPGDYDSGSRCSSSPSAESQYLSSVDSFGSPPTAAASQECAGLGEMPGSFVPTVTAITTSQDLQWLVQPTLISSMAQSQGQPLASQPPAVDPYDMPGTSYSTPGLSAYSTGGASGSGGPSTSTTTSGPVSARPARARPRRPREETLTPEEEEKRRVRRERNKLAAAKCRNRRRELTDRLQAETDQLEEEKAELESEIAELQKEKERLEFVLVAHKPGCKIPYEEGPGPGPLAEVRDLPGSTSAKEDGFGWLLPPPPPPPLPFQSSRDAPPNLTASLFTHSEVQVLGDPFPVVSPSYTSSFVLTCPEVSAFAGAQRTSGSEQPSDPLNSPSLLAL
NSD2 inh: NSD2 histone methyltransferase inhibitors, primary screen, biochemical, AlphaScreen, single concentration, set 2 | Histone-lysine N-methyltransferase NSD2 (Homo sapiens), O96028 | NSD2 peptide methylation, 120 min | 310,000 tested, 0.54% active | inhibition, % at 12.5 µM; in the data active = inhibition above about 50%
Rtt109 HAT inh: inhibitors of C. albicans Rtt109/Vps75 HAT, primary screen, biochemical, ThioGlo CoA-SH fluorescence, plate reader; inhibition, % at 34.9 µM; Histone acetyltransferase RTT109 (Candida albicans (strain SC5314 / ATCC MYA-2876)), …; purified Rtt109/Vps75, 4 h; 330,000 tested, 0.16% active; AID 540336, 2011;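 active = inhibition of at least 50% in every replicate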
CDK5 inh: inhibitors of human CDK5/p35 kinase, primary screen, biochemical, single concentration; 330,000 tested, 0.01% active; AID 488839, 2010; Recombinant CDK5/p35, ADP-Glo luminescence, 60 min; Cyclin-dependent kinase 5 (Homo sapiens) + Cyclin-dependent kinase 5 activator 1 (Homo …; inhibition, % at 10 µM;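 active = highest replicate inhibition of at least 50% and at least 75% of replicates reaching 50%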;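 also: plate controls were DMSO neutral control for no effect and GW8510 at 10 µM for full effect; many of its hits are not listed in these tables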
cardiac RTF act: cardiac RTF calcium sensitivity activators, primary screen, biochemical, IANBD-TnC fluorescence, EC20 calcium. Troponin I, cardiac muscle (Homo sapiens) + Troponin T, cardiac muscle (Homo sapiens) + …. IANBD-labeled TnC RTF fluorescence at EC20 calcium; 0% EC20 calcium, 100% full calcium. activation, % at 7.2 µM. 340,000 tested, 0.24% active. AID 493008, 2010;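 active = activation above the mean over all tested compounds plus 3 SD, cut at about 30% in these data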;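 also: rise in fluorescence read as greater calcium sensitivity of cardiac thin filaments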
PvdQ acylase: P. aeruginosa PvdQ acylase inhibitors, primary screen, biochemical, fluorescence, plate reader and imaging, single point; purified PvdQ acylase; inhibition, % at 10 µM; PvdQ acylase [Pseudomonas aeruginosa LESB58]; 340,000 tested, 0.063% active; in the data active = inhibition above about 30%, passing the limit was not always enough;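 also: 0% = vehicle neutral wells and 100% = reference inhibitor wells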
Keap1 Nrf2 FP: Keap1-Nrf2 protein-protein interaction inhibitors, primary screen, biochemical, fluorescence polarization, single point. Keap1 Kelch-Nrf2 peptide fluorescence polarization, 1536-well. inhibition, % at 9.4 µM. 340,000 tested, 0.15% active; in the data active = inhibition above about 12%;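 also: human Keap1 Kelch domain with fluorescein labeled Nrf2 9mer peptide probe; 0% = neutral control wells and 100% = peptide positive control; higher means more block of Keap1 binding to Nrf2 peptide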
Target sequence (Q14145 whole entry, looked up, the tested form may be a part): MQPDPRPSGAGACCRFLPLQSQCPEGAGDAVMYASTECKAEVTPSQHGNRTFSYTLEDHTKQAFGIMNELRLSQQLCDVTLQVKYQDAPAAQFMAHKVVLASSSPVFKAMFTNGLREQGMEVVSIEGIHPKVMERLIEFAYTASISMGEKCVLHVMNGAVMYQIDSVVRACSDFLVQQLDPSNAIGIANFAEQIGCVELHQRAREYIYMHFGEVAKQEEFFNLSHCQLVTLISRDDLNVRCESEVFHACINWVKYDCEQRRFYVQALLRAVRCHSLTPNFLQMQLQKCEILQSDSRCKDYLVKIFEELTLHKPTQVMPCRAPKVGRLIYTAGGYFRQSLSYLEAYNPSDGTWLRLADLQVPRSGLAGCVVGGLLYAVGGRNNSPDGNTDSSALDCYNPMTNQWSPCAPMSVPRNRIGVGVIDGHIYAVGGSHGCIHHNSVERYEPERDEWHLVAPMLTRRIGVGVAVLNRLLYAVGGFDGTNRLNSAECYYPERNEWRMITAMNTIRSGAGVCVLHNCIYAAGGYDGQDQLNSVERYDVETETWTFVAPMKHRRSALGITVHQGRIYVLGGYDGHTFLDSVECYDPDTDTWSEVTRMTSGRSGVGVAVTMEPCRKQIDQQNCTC
Mot1-301 SUMO: yeast Mot1-301 growth rescue at high temperature, primary screen, SUMOylation pathway inhibitor project, S. cerevisiae, ATP luminescence, 38.5C; S. cerevisiae Mot1-301 growth rescue; percent above DMSO median, 100 means doubled; growth rescue, % at 18.8 µM; 320,000 tested, 1% active;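 active = every valid replicate shows activation above 250% relative to neutral control wells; inactive = the rest, any valid replicate at or below 250%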;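 also: OY570 slx delta 5 strain wells were the positive control but not used for scaling; some compounds called inactive have numbers as strong as hits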
C-LANA FP: inhibitors of KSHV C-LANA binding to DNA, primary screen, biochemical, fluorescence polarization, FAM-LBS DNA, MBP-C-LANA, single point. AID 504423, 2011. 340,000 tested, 0.078% active. inhibition, % at 9 µM;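 active = highest replicate inhibition at or above 60% at 9 µM, even if other replicates fall short; inactive = all replicates below 60% inhibition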;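 also: 0% = neutral control wells and 100% = 4 µM acridine orange control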
PfHsp90 set2: growth inhibition of PfHsp90-expressing yeast, primary screen, antimalarial PfHsp90 inhibitor project, S. cerevisiae, BacTiter-Glo luminescence, single point, set 2. BacTiter-Glo ATP, 48 h; yeast lacking PDR1 and PDR3 efflux regulators. inhibition, % at 9.4 µM. 310,000 tested, 0.32% active;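 active = every replicate shows inhibition above about 80%, whatever the replicate mean, limit read from the data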;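 also: 0% = DMSO neutral controls and 100% = 20 µM radicicol positive controls; yeast relying on Plasmodium falciparum Hsp90 in place of its own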
Starred values were filed as active, the others as inactive. Compounds as they come; overall some 3.2% were active at least once.

For O=C(CCC1CCCCC1)NC1=NCCS1 the results were Cardiac RTF inh 3.5, dFosB activator -7.1, NSD2 inh -1.9, Rtt109 HAT inh 0.9, CDK5 inh -1.0, cardiac RTF act -2.2, PvdQ acylase 3.6, Keap1 Nrf2 FP -4.4, Mot1-301 SUMO 2.0, C-LANA FP 3.6 and PfHsp90 set2 5.2.
Screening CN(CC(=O)Nc1ccccc1Br)C(=O)CCc1nc2ccccc2c(=O)[nH]1 returned Cardiac RTF inh -15.5, dFosB activator -9.6, NSD2 inh 0.5, Rtt109 HAT inh -6.8, CDK5 inh -0.4, cardiac RTF act 2.9, PvdQ acylase -16.9, Keap1 Nrf2 FP -8.1, Mot1-301 SUMO 13.4, C-LANA FP 1.2 and PfHsp90 set2 0.0.
`O=C(O)CC1(CC(=O)Nc2nccs2)CCCCC1` gave Cardiac RTF inh -7.4, dFosB activator -4.7, NSD2 inh -1.9, Rtt109 HAT inh 7.8, CDK5 inh -0.4, cardiac RTF act -6.6, PvdQ acylase 14.8, Keap1 Nrf2 FP -0.7, C-LANA FP 0.4 and PfHsp90 set2 0.8.
`COCc1nnc(NC(=O)c2c(-c3c(Cl)cccc3Cl)noc2C)s1` gave Cardiac RTF inh -14.9, dFosB activator 3.2, NSD2 inh 4.0, Rtt109 HAT inh 4.9, CDK5 inh -0.3, cardiac RTF act 1.7, PvdQ acylase 2.5, Keap1 Nrf2 FP 3.6, Mot1-301 SUMO 4.2, C-LANA FP 1.1 and PfHsp90 set2 -68.6.
Screening Cc1onc(-c2ccccc2Cl)c1C(=O)NCc1ccco1 returned Cardiac RTF inh -11.0, dFosB activator -10.5, NSD2 inh 1.3, Rtt109 HAT inh 11.3, CDK5 inh 2.7, cardiac RTF act 1.8, PvdQ acylase -16.2, Keap1 Nrf2 FP 1.2, Mot1-301 SUMO 14.7, C-LANA FP 2.4 and PfHsp90 set2 11.3.
Screening CCN(CC)CCCN1C(=O)c2oc3ccccc3c(=O)c2C1c1cccnc1 (centres undefined) returned Cardiac RTF inh 8.4, dFosB activator 1.7, NSD2 inh -2.0, Rtt109 HAT inh 21.2, CDK5 inh 0.8, cardiac RTF act -1.2, PvdQ acylase 6.6, Keap1 Nrf2 FP -2.7, Mot1-301 SUMO -9.6, C-LANA FP 0.5 and PfHsp90 set2 -11.8.
Screening [N-]=[N+]=NC1C[C@H](n2ccc(=O)[nH]c2=O)O[C@@H]1CO (some centres undefined) returned Cardiac RTF inh -9.3, dFosB activator 6.6, Rtt109 HAT inh 0.3, CDK5 inh -1.1, cardiac RTF act 2.6, PvdQ acylase -9.5, Keap1 Nrf2 FP -4.4, Mot1-301 SUMO -3.5, C-LANA FP 0.7 and PfHsp90 set2 -5.2.
For CCC(=O)N1CCc2cc(OC)c(OC)cc2C1COc1ccc(OC)cc1 (centres undefined) the results were Cardiac RTF inh -0.8, dFosB activator -6.8, NSD2 inh -3.4, Rtt109 HAT inh -3.4, CDK5 inh -2.2, cardiac RTF act 0.5, PvdQ acylase -14.2, Keap1 Nrf2 FP -3.8, Mot1-301 SUMO 2.4, C-LANA FP 1.2 and PfHsp90 set2 12.0.
For N=C1SCC(=O)N1c1ncc(Cc2ccc(F)cc2)s1 the results were Cardiac RTF inh -6.6, dFosB activator -4.0, Rtt109 HAT inh -6.0, CDK5 inh -0.6, cardiac RTF act 4.2, PvdQ acylase -7.7, Keap1 Nrf2 FP -0.9, Mot1-301 SUMO -2.0, C-LANA FP 0.2 and PfHsp90 set2 -56.6.
O=C(c1cc(-c2ccc(Cl)cc2)on1)N1CCN(c2ccccc2)CC1 was read as Cardiac RTF inh -10.8, dFosB activator -5.5, NSD2 inh -1.5, Rtt109 HAT inh 14.2, CDK5 inh 0.1, cardiac RTF act -6.4, PvdQ acylase 8.1, Keap1 Nrf2 FP 4.9, Mot1-301 SUMO 13.6, C-LANA FP 2.3 and PfHsp90 set2 -8.0.
CC1CCN(C(=O)c2ccc(CSc3ccc(Cl)cc3)cc2)CC1 was read as Cardiac RTF inh -9.3, dFosB activator -7.4, NSD2 inh -2.1, Rtt109 HAT inh 4.6, CDK5 inh -0.4, cardiac RTF act 10.0, PvdQ acylase -14.1, Keap1 Nrf2 FP -6.6, Mot1-301 SUMO 6.8, C-LANA FP -1.1 and PfHsp90 set2 29.9.
Screening CCOc1ccc(NC(=S)N(CCN2CCOCC2)Cc2cc3cc4c(cc3[nH]c2=O)OCO4)cc1 returned Cardiac RTF inh 5.3, dFosB activator -13.9, NSD2 inh 3.9, CDK5 inh -1.3, cardiac RTF act -1.5, PvdQ acylase -17.4, Keap1 Nrf2 FP -1.6, Mot1-301 SUMO -5.0, C-LANA FP -1.3 and PfHsp90 set2 30.6.
Screening COc1ccc(NC(=O)c2cc3c(CO)cnc(C)c3oc2=Nc2cccc(C)c2)c(OC)c1 returned Cardiac RTF inh 0.4, dFosB activator -6.7, NSD2 inh -1.7, Rtt109 HAT inh 5.6, CDK5 inh 0.1, cardiac RTF act -1.7, PvdQ acylase 8.4, Keap1 Nrf2 FP -2.7, C-LANA FP -3.4 and PfHsp90 set2 -15.1.
Screening Cc1ccc(COn2nnc3ccc(S(=O)(=O)N4CCOCC4)cc32)cc1 returned Cardiac RTF inh -6.5, dFosB activator -8.7, NSD2 inh -0.7, Rtt109 HAT inh -0.7, CDK5 inh -1.5, cardiac RTF act 1.5, PvdQ acylase -6.1, Keap1 Nrf2 FP -1.3, Mot1-301 SUMO 10.7, C-LANA FP -0.9 and PfHsp90 set2 -11.8.
NC(=O)C1CCCc2c1n(Cc1ccccc1)c1ccccc21 (centres undefined) was read as Cardiac RTF inh -4.5, dFosB activator -6.7, NSD2 inh -0.4, Rtt109 HAT inh 7.7, CDK5 inh 0.4, cardiac RTF act 0.0, PvdQ acylase -12.3, Keap1 Nrf2 FP 4.2, Mot1-301 SUMO -19.7, C-LANA FP 1.4 and PfHsp90 set2 13.6.
For COc1ccc2c(c1)c(C(=O)N1CCN(C)CC1)c(C)n2-c1ccccc1 the results were Cardiac RTF inh 4.6, dFosB activator -3.8, NSD2 inh -1.4, Rtt109 HAT inh -12.1, CDK5 inh -0.9, cardiac RTF act -3.3, PvdQ acylase -8.6, Keap1 Nrf2 FP 2.0, Mot1-301 SUMO 341.2, C-LANA FP -0.5 and PfHsp90 set2 -9.4.
N#Cc1cnn(-c2ncnc3sc(-c4ccccc4)cc23)c1N was read as Cardiac RTF inh -4.5, dFosB activator -20.6, NSD2 inh -3.1, Rtt109 HAT inh 16.7, CDK5 inh 0.0, cardiac RTF act -0.6, PvdQ acylase 4.3, Keap1 Nrf2 FP 0.6, C-LANA FP 0.3 and PfHsp90 set2 -15.0.
Screening COC(=O)COc1ccc(S(=O)(=O)Nc2ccc3c(c2)OCO3)cc1 returned Cardiac RTF inh 5.8, dFosB activator -3.8, NSD2 inh 2.7, Rtt109 HAT inh 12.0, CDK5 inh 0.2, cardiac RTF act 0.5, PvdQ acylase 3.8, Keap1 Nrf2 FP -3.8, Mot1-301 SUMO 394.4, C-LANA FP -2.7 and PfHsp90 set2 16.8.
Screening CCCCN(C(=O)c1c(C)noc1C)c1c(N)n(CCCC)c(=O)[nH]c1=O returned Cardiac RTF inh -6.3, dFosB activator -0.6, NSD2 inh -0.3, Rtt109 HAT inh -2.9, CDK5 inh -1.7, cardiac RTF act 2.2, PvdQ acylase -2.2, Keap1 Nrf2 FP 0.7, Mot1-301 SUMO -13.6 and C-LANA FP 3.7.
Screening CSCC(C)N1CCC(N2CCC(C(=O)NCc3ccccn3)CC2)CC1 (centres undefined) returned Cardiac RTF inh -8.2, dFosB activator 1.1, NSD2 inh -0.3, Rtt109 HAT inh -4.5, CDK5 inh 0.9, cardiac RTF act 3.1, PvdQ acylase -12.5, Keap1 Nrf2 FP -0.2, Mot1-301 SUMO 170.8, C-LANA FP 3.5 and PfHsp90 set2 -0.7.
For Cc1ccc(CNC(=O)C(NS(=O)(=O)c2cccs2)C(C)C)cc1 (centres undefined) the results were Cardiac RTF inh -5.2, dFosB activator -0.9, NSD2 inh -6.8, Rtt109 HAT inh -1.2, CDK5 inh -1.1, cardiac RTF act -1.2, PvdQ acylase -10.9, Keap1 Nrf2 FP -0.6, Mot1-301 SUMO 3.3, C-LANA FP -0.6 and PfHsp90 set2 -9.3.
Screening CC1(C)[N+]([O-])=C2C(=[N+]([O-])C1(C)C)c1ccccc1/C2=N\O returned Cardiac RTF inh -6.5, dFosB activator -2.7, NSD2 inh -2.0, Rtt109 HAT inh 6.6, CDK5 inh 1.2, cardiac RTF act -2.5, PvdQ acylase -21.5, Keap1 Nrf2 FP -4.9, Mot1-301 SUMO -1.3, C-LANA FP -0.6 and PfHsp90 set2 -21.9.
For CCCCc1c(O)c2ccccc2n(CCCC)c1=O the results were Cardiac RTF inh -5.9, dFosB activator -0.8, NSD2 inh 1.7, Rtt109 HAT inh -5.9, CDK5 inh 2.6, cardiac RTF act 1.5, PvdQ acylase -8.6, Keap1 Nrf2 FP -2.9, Mot1-301 SUMO 19.7, C-LANA FP -1.2 and PfHsp90 set2 0.7.
For O=C(Nc1c(F)cccc1F)c1ccc2c(c1)CCN2S(=O)(=O)c1ccccc1 the results were Cardiac RTF inh -1.3, dFosB activator -4.0, NSD2 inh 1.7, Rtt109 HAT inh 1.6, CDK5 inh 0.1, cardiac RTF act 0.2, PvdQ acylase -5.1, Keap1 Nrf2 FP -0.9, Mot1-301 SUMO 12.1, C-LANA FP -2.7 and PfHsp90 set2 -14.8.
COc1ccccc1CNC(=O)c1ccc(CNc2c(N3CCCC3)c(=O)c2=O)cc1 was read as Cardiac RTF inh -7.9, dFosB activator -3.1, Rtt109 HAT inh 4.5, CDK5 inh 5.1, cardiac RTF act 0.5, PvdQ acylase 8.4, Keap1 Nrf2 FP -2.7, Mot1-301 SUMO -11.3, C-LANA FP -0.4 and PfHsp90 set2 11.2.
Screening Cc1cc2ncc(-c3ccc(Cl)cc3)cn2n1 returned Cardiac RTF inh 10.3, dFosB activator 0.7, Rtt109 HAT inh 1.1, CDK5 inh 0.5, cardiac RTF act 0.3, PvdQ acylase 14.2, Keap1 Nrf2 FP 1.1, Mot1-301 SUMO 7.4, C-LANA FP 0.4 and PfHsp90 set2 -2.3.
